Assay outcomes from PubChem.
NPR2 activator = human GC-B receptor activators, primary screen, HEK293 GC-B cells, cGMP TR-FRET, EC30 CNP; Atrial natriuretic peptide receptor 2 (Homo sapiens), P20594; 0% at EC30 CNP, 100% saturating CNP; activation, % at 10 µM; 0.11% of 370,000 active;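 active = activation at 10 µM reaching about 35% in either raw or pattern-adjusted values, limit read from the data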
rCAG RNA binder = binders of r(CAG) RNA repeats, primary screen, biochemical, fluorescence; r(CAG) RNA repeat, TO-PRO-1 dye displacement fluorescence; inhibition, % at 3 µM; 1.3% of 370,000 active;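 active = inhibition above the plate cutoff, the mean of all test compounds on that plate plus 3 SD, cut at about 35% in these data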;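 also: 0% = DMSO alone and 100% = 100 µM mitoxantrone as full dye displacement; higher means more dye released from RNA so lower well fluorescence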
TCR CD3 inh = inhibitors of human TCR-CD3 interaction, primary screen, biochemical, fluorescence, TAMRA-labeled TCR probe; inhibition, % at 9.4 µM; 0.37% of 360,000 active; in the data active = inhibition above about 19%;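 also: recombinant mutant TCR 2C K166C tagged with TAMRA read by polarization; 0% = receptor in buffer alone and 100% = receptor with positive control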
SIAE inh = human SIAE inhibitors, primary screen, biochemical, fluorescence polarization, FP-Rh probe, 1536-well HTS; SIAE FP-Rh probe binding; Sialate O-acetylesterase (Homo sapiens), Q9HAT2; 0.69% of 370,000 active; inhibition, % at 9.66 µM;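 active = inhibition above a cutoff: mean of compounds within the control limits plus 3 SD of those, cut at about 17% in these data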;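 also: 0% = plate median of compound wells and 100% = probe without SIAE protein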
HTRA1 inhibitor = HTRA1 serine protease inhibitors, primary screen, biochemical, fluorescence polarization, HTS. Q92743. recombinant HTRA1, FP-rhodamine activity-based probe. inhibition, % at 5.96 µM. 0.5% of 340,000 active. AID 504803, 2011; in the data active = inhibition above about 36%;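 also: 0% = enzyme with DMSO and 100% = wells lacking enzyme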
LEDGF integ inh = blockers of LEDGF/p75-dependent integrase strand transfer – biochemical, TR-FRET, high throughput, primary screen. TR-FRET IN-LEDGF/p75 DNA integration, Eu/Cy5. HIV-1 integrase (with human LEDGF/p75). inhibition, % at 3.7 µM. AID 743269, 2014. 0.64% of 370,000 active;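 active = inhibition above the screen-wide mean plus 3 SD, cut at about 13% in these data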;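 also: signal is the Cy5 over europium emission ratio at 671 and 618 nm; 0% = plate median of compound wells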
ABHD4 inh = ABHD4 inhibitors, primary screen, biochemical, fluorescence polarization, mouse; inhibition, % at 8.92 µM; purified mABHD4, FP-Rh probe fluorescence polarization; AID 720543, 2013; 0.54% of 370,000 active;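 active = inhibition exceeding the mean over every tested compound plus 3 SD, cut at about 30% in these data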;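 also: 0% = plate median of compound wells and 100% = S159A mutant with DMSO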
Target sequence (Q8VD66 whole entry, looked up): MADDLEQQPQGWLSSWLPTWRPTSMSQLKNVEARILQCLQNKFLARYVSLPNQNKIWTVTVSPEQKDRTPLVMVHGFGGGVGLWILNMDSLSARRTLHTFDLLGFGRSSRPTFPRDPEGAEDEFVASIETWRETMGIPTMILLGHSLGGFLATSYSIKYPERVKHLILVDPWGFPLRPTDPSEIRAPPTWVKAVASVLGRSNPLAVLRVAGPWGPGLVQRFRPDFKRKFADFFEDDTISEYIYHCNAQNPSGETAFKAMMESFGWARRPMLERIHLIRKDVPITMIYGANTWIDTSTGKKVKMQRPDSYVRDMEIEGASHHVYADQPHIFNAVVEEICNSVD
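Assay system: mABHD4 protein; medium: HEPES pH 7.0, NaCl, Pluronic buffer; dosing: 8.92 µM, single dose; schedule: 45 min + 60 min at 25 °C; signal: FP readout, ex 525 nm / em 598 nm; read-out: normalized percent inhibition of probe labeling; repeats: single replicate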
PRMT1 inh = PRMT1 methyltransferase inhibitors, primary screen, biochemical, fluorescence polarization | recombinant PRMT1, activity-based probe fluorescence polarization | 1.3% of 370,000 active | Protein arginine N-methyltransferase 1 (Homo sapiens), Q99873 | inhibition, % at 2.79 µM;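 active = inhibition above about 21% made by adding two undisclosed values, limit read from the data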
Target sequence (Q99873 whole entry, looked up): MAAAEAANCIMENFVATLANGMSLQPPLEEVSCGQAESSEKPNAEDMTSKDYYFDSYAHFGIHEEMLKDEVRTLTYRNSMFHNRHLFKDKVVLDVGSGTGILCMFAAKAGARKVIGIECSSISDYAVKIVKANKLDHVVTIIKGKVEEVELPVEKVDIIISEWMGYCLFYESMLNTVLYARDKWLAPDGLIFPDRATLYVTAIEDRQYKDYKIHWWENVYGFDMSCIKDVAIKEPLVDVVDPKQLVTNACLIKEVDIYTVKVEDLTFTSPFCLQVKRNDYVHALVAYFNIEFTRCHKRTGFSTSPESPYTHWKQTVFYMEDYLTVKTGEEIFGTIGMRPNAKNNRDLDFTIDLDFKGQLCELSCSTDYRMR
MBD2 inh = inhibitors of MBD2 binding to methylated DNA, primary screen, biochemical, TR-FRET, DNA-binding domain, human; MBD2 binding to methylated oligonucleotide; inhibition, % at 4.4 µM; 0.31% of 370,000 active; AID 686964, 2013; in the data active = inhibition above about 13%
TDP2 absorb = human TDP2 enzyme inhibitors, primary screen, biochemical, epi absorbance, recombinant enzyme; Tyrosyl-DNA phosphodiesterase 2 (Homo sapiens), O95551; T5PNP hydrolysis, p-nitrophenol absorbance 415 nm; inhibition, % at 12.8 µM; 0.34% of 370,000 active;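 active = inhibition above the mean of all tested compounds plus 3 SD, set per campaign, cut at about 25% in these data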;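 also: 0% = DMSO with enzyme and 100% = buffer with substrate but no TDP2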
Target sequence (O95551 whole entry, looked up): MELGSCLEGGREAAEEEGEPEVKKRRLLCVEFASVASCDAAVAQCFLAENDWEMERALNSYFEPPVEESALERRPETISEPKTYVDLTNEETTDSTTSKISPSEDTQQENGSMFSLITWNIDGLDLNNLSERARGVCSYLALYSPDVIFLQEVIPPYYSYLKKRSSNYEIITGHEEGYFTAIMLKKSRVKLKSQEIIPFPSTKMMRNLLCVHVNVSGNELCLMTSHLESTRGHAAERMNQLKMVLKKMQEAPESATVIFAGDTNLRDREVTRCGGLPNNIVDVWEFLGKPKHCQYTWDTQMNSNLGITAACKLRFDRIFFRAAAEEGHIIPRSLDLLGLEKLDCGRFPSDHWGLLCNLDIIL
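Test system: human TDP2 enzyme; Input: 120 nM TDP2 per well; Buffer or medium: Mg2+-containing Tris-HCl buffer, pH 7.5; Reagent: 5 mM T5PNP; Dosing: 12.8 µM single point, 1% DMSO; Incubation: reaction 2 h, 37 °C; Detection: p-Nitrophenol epi absorbance; Read-out: % inhibition relative to enzyme-containing and enzyme-free wells; Replicates: single well per compound.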
Active calls of the source: *; · = no result given. Some of the compounds tested (hit frequency here may not be typical).

SMILES	NPR2 activator	rCAG RNA binder	TCR CD3 inh	SIAE inh	HTRA1 inhibitor	LEDGF integ inh	ABHD4 inh	PRMT1 inh	MBD2 inh	TDP2 absorb
COc1ccc(S(=O)(=O)N2CCOC2CNC(=O)C(=O)NCc2ccncc2)cc1OC (centres undefined)	11	2	-4	-2	1	2	-8	-3	-1	-11
C/C=C(\C)C(=O)NCCN1C2=NC[C@@H](C)N2C[C@@H]1Cc1ccc(OC)cc1	1	3	0	-5	4	2	1	-2	1	-2
OCCN(Cc1nc(-c2ccc3c(c2)OCO3)no1)Cc1cccs1	-1	-7	6	2	-2	3	-7	-4	-4	6
COc1ccc(CCN2CC(C(=O)OCc3ccccc3Cl)CC2=O)cc1OC (centres undefined)	-3	-8	-1	-5	-6	9	-7	-6	2	-15
CC(=O)Nc1ncc(Sc2ccc([N+](=O)[O-])cc2)s1	6	2	-1	6	3	-1	-1	0	-1	1
CCCCC(=O)Nc1cccc(-c2cn3ccccc3n2)c1	2	-4	-1	-3	-5	-6	-7	2	1	7
CCc1ccc(S(=O)(=O)Nc2ccc(O)c3c(=O)cc(-c4ccccc4Cl)oc23)cc1	-3	22	-3	-24	-40	0	-8	2	1	6
CCC(=O)Nc1ccc(C(=O)Nc2ccc3c(c2)C(=O)N(CC2CCCO2)C3=O)cc1 (centres undefined)	1	-3	-3	-12	-5	0	4	0	0	2
Cc1ccc(C#N)c(SCc2ccccc2F)n1	9	-4	0	-6	·	-2	-3	2	-3	-9
COc1ccc(C(=O)NCc2nnc(SCC(=O)Nc3ccc4c(c3)OCO4)o2)cc1	-1	3	4	-4	4	-2	-5	3	2	4
CSc1nc2nc(-c3ccccc3)cc(C(F)(F)F)n2n1	-3	2	3	-1	1	1	-1	3	-6	2
COc1ccc(C)cc1NC(=O)C1CCCN(S(=O)(=O)c2ccc3c(c2)CCCN3C(C)=O)C1 (centres undefined)	6	-4	1	-3	-3	-2	-5	1	3	11
CC(OC(=O)c1cccc(S(=O)(=O)N2CCCC2)c1)C(=O)c1ccccc1 (centres undefined)	0	2	-3	-1	0	7	-15	-4	-4	-6
COC(=O)c1cc(COc2ccc3oc(C)c(C(=O)OC)c3c2)c(C)o1	-3	-1	0	-3	-28	-5	-10	1	-2	-3
Cc1ccc(OCc2nc(-c3ccccc3)no2)cc1	0	-1	4	1	-13	-1	-3	0	-3	13
O=c1[nH]c(=S)[nH]nc1Cc1ccc(Cl)c(Cl)c1	-4	0	-3	2	3	2	-3	-1	-3	5
COc1ccc(Cl)cc1C(=O)Nn1cnc2ccccc2c1=O	-2	-3	-7	-6	-2	2	-1	-1	-2	2
Cc1cc2[nH]ncc2cc1NC(N)=S	-2	-2	-1	-1	0	-2	-7	-2	0	-9
COc1ccc(CCNc2ncnc3c2c(C)c(C)n3CCCN(C)C)cc1OC	-2	-4	2	-2	4	-5	-3	1	2	12
O=C(NCCO)/C(=C\c1ccc([N+](=O)[O-])o1)NC(=O)c1ccccc1	-1	2	-4	-3	-5	-3	-5	7	-5	-10

Sorted by the number under PRMT1 inh (largest number first): 3 from the list above
structure	PRMT1 inh
CSc1nc2nc(-c3ccccc3)cc(C(F)(F)F)n2n1	3
CCCCC(=O)Nc1cccc(-c2cn3ccccc3n2)c1	2
O=c1[nH]c(=S)[nH]nc1Cc1ccc(Cl)c(Cl)c1	-1

The list goes on.
SMILES	NPR2 activator	rCAG RNA binder	TCR CD3 inh	SIAE inh	HTRA1 inhibitor	LEDGF integ inh	ABHD4 inh	PRMT1 inh	MBD2 inh	TDP2 absorb
N#CCCNCC1(c2ccccc2)CCCC1	3	-2	8	-4	-7	-2	5	-1	-4	9
COc1ccc(C(=O)C(OP(=O)(OC)OC)c2ccccc2OC)cc1 (centres undefined)	-11	-1	-3	3	·	-4	4	6	-4	1
COC(=O)C1=C(c2ccc(OC)cc2)OC(=O)C1(C)C	-4	1	2	2	-2	2	2	1	9	4
O=C(OCc1cn([C@H]2C[C@H](c3ccc(Cl)cc3)N(C(=O)C3CCCCC3)C[C@@H]2O)nn1)c1ccccc1	-7	7	-8	0	-17	-6	-6	3	-3	8
Cc1ccc(-c2cc(NC(=O)Cc3c[nH]c4ccccc34)ccc2N(C)c2cccnc2)cc1	-2	10	-1	3	·	6	25	1	1	5
CC(=O)NC(c1cc(Cl)c2ccccc2c1O)C(C)C (centres undefined)	1	-5	-1	14	-11	0	-7	0	-7	8
CCOc1nc(OCC)c2[nH]c(C(=O)O)c(Br)c2n1	-1	-1	2	-2	3	-1	-1	-3	2	1
O=C(C1CCN(C2CCN(Cc3cccc4c3OCO4)CC2)CC1)N1CCOCC1	4	-2	7	1	0	-3	7	-2	-3	8
c1csc(CNc2ccc3c(c2)OCCO3)c1	-4	6	0	4	1	7	0	6	-5	6
Cc1cc(C)cc(OC(=O)COc2ccccc2C)c1	-2	-3	2	4	2	2	-5	-3	-4	-12
NS(=O)(=O)c1ccc(CCNC(=O)c2ccc(CS(=O)(=O)c3ccc(Br)cc3)o2)cc1	0	4	4	0	1	-2	9	0	0	7
O=C(N[C@@H](Cc1ccccc1)C(=O)Nc1ccc(F)cc1)C1CCNCC1	-1	6	7	3	0	6	9	5	-1	3
Cc1ccc(NC(=S)Nc2cccnc2)c(S(=O)(=O)N2CCCCC2)c1	-4	10	12	-27	-6	1	-15	-5	2	6
CC(C)(C)NC(=O)CSc1nncn1NCc1ccccc1	5	-4	-4	-5	3	-3	-2	0	7	-5
CCCn1nc(C(=O)N2CCc3ccccc3C2)c2ccccc2c1=O	3	-5	7	-7	0	-1	1	3	-1	4
Cc1cccc(C)c1NC(=O)C1(C)CSCC(=O)N1CCOc1ccccc1 (centres undefined)	2	3	-8	-4	·	4	-7	-2	-8	-13
COc1ccccc1-c1cc(C(=O)NCCN2CCOCC2)no1	5	-4	-1	0	3	-2	4	0	-2	3
O=C(c1cccs1)N1C[C@@H](n2cc(-c3ccc(F)cc3)nn2)[C@H](O)C[C@@H]1c1ccccc1	-2	2	-3	9	-6	1	3	-6	-2	12
CC(C)Oc1ccc(CCC(=O)NNC(=O)CCC(=O)O)cc1	-4	3	-8	0	-1	7	-8	-3	-5	-20
CCn1c2ccccc2c2cc(NC(=O)CSc3nnc(-c4ccccc4)o3)ccc21	-8	2	-1	-5	1	2	-5	2	0	-7

Structural class, the entries above containing a COOH group
SMILES	NPR2 activator	rCAG RNA binder	TCR CD3 inh	SIAE inh	HTRA1 inhibitor	LEDGF integ inh	ABHD4 inh	PRMT1 inh	MBD2 inh	TDP2 absorb
CCOc1nc(OCC)c2[nH]c(C(=O)O)c(Br)c2n1	-1	-1	2	-2	3	-1	-1	-3	2	1
CC(C)Oc1ccc(CCC(=O)NNC(=O)CCC(=O)O)cc1	-4	3	-8	0	-1	7	-8	-3	-5	-20

Further structures.
SMILES	NPR2 activator	rCAG RNA binder	TCR CD3 inh	SIAE inh	HTRA1 inhibitor	LEDGF integ inh	ABHD4 inh	PRMT1 inh	MBD2 inh	TDP2 absorb
CS(=O)(=O)Nc1ccc(C(=O)Nc2ccc(S(=O)(=O)N3CCCC3)cc2)cc1	-5	12	-6	-6	-3	6	-10	-1	-6	-15
Cc1ccccc1NC(=O)CSc1nn2c(=O)c(C)nnc2s1	3	-2	3	-2	-2	-1	-4	0	-1	-2
Cc1ccc(Cn2nnc3c(=O)[nH]c(C4CCN(S(=O)(=O)c5cc(C)ccc5C)CC4)nc32)cc1	-6	14	3	-41	-84	1	-51	-3	4	-20
COCCNC(=O)C(c1ccccc1)N(C(=O)Cn1nnc2ccccc21)c1cccnc1 (centres undefined)	-2	1	-1	4	-8	0	-3	-1	-4	-8
Cc1ccc(S(=O)(=O)NCC23C=CC(O2)C2C(=O)N(c4ccccc4)C(=O)C23)cc1 (centres undefined)	9	-1	6	2	10	-2	0	81*	4	10
O=C1OC(c2ccco2)=N/C1=C\c1ccc(-c2cccc(C(F)(F)F)c2)o1	-6	33	-6	-2	2	9	9	14	-5	-12
COc1ccc(-c2nnc3c4ccccc4c(C)nn23)cc1	5	6	8	-8	-3	-1	1	1	2	-5
CCOCCOC(=O)c1[nH]c2c(c1C)C(=O)CC(c1ccccc1)C2 (centres undefined)	0	-9	2	-1	-5	3	-36	-2	2	0
Cn1cc(CN2CCN(c3cnccn3)CC2)c(-c2cccc(Cl)c2)n1	0	-10	2	4	-2	0	1	-3	-3	-4
CCCCN(C(=O)COc1ccc(C)cc1OC)c1c(N)n(CCC)c(=O)[nH]c1=O	0	-1	3	-7	-2	1	-8	-2	4	-19
CC1(C)CC(=O)C=C(c2ccc(Oc3ccccc3)cc2)C1	1	-8	2	1	-19	-3	3	-2	-2	4
Cc1ccn(C)c(=N)c1	3	-4	4	7	5	-3	2	0	0	4
O=C(Nc1ccc(S(=O)(=O)N2CCc3ccccc32)cc1)c1ccco1	-2	11	0	-31	-58	2	-25	2	1	-13
O=C(/C=C\c1ccc2c(c1)OCO2)NC1(C(=O)Nc2ccc3c(c2)OCCO3)CCCCC1	4	0	10	3	-1	0	-8	1	0	12
CCC(=O)Nc1cc2c(cc1C(C)=O)OCCO2	4	-2	1	-1	-3	0	-2	-2	-2	0
COc1ccc(OC)c(/C=N/NC(=O)CCc2ccc(O)c(O)c2)c1	-5	6	5	-2	53*	58*	12	48*	1	-14
Cc1cc(NC(=O)COC(=O)[C@@H](NS(=O)(=O)c2ccc(Br)cc2)C(C)C)no1	-3	-6	-9	-2	11	-6	1	1	1	3
Cc1ncc(CC(=O)n2cc(C(=O)c3cc(Cl)ccc3O)cn2)s1	-3	8	3	-1	-6	-1	5	0	-6	5
CC(C)(C)C(=O)NC(=S)N1CCOCC1	1	-2	3	-2	-3	-2	-2	2	4	-4
COc1cccc(NC(=O)CN2CCN(c3ccccc3F)CC2)c1	7	-2	7	-3	2	-2	1	0	1	-14
CCOc1ccccc1N(CC(=O)Nc1cccc2ccccc12)S(C)(=O)=O	0	-2	3	-7	-2	-3	8	1	-2	0
COc1ccc(-c2csc(N(CCCN(C)C)C(=O)c3cccs3)n2)cc1	-3	-1	3	-1	-6	-1	2	-1	-8	6
C=CCOC(=O)N1CCN(c2cccc(C(F)(F)F)c2)CC1	4	-4	0	-5	2	-1	10	2	-2	1
Cn1c(N)c(C(=O)COC(=O)CCCc2nc3ccccc3s2)c(=O)n(C)c1=O	2	-5	-3	-8	-1	-2	-12	-1	-5	-20
O=C(Nc1ccccc1)NC(Cc1ccc(O)cc1)C(=O)O (centres undefined)	3	0	1	4	-6	0	2	2	1	1
COc1ccc(OC)c(N(CC(=O)Nc2ccccc2)S(C)(=O)=O)c1	-5	-3	0	-1	4	0	5	1	2	3
O=C1NC[C@H](CCCCN2CCN(CCC3CCCCC3)C(=O)C2=O)N(CCC2CCCCC2)C1=O	-4	3	0	7	·	2	-3	0	-1	3
